# NS5 inhibitors = Dengue-2 NS5 methyltransferase inhibitors, primary screen, biochemical, confirmation dose response (AID 588689); Genome polyprotein (Dengue virus type 2 (strain 16681-PDK53)); Dengue-2 NS5 methyltransferase capping enzyme assay, biochemical; higher % means a stronger effect; inhibition, % at 25 µM; hits with a dose series show IC50 in µM; actives 0.3% (n = 340,000); in the data active = a potency from the dose series; inconclusive = inhibition above about 29% without an active follow-up result
# HIV fusion peptide = inhibitors of HIV fusion peptide binding, primary screen, biochemical, uHTS, fluorescence dequenching (AID 1986) | inhibition, % at 20 µM, or IC50 in µM where a hit was titrated | actives 0.3% (n = 290,000) | cell-free peptide binding, fluorescence dequenching, 30 min; higher % means a stronger effect; in the data active = inhibition mostly above about 52%, no sharp cut-off; inactive = mostly below about 76%; also: some results filed as inactive read as strong as hits
# GPR35 antagonists = GPR35 antagonists blocking zaprinast-driven arrestin recruitment, primary screen, imaging, U2OS, beta-arrestin-GFP, zaprinast agonist (AID 2058) | U2OS GPR35 beta-arrestin-GFP translocation imaging, zaprinast antagonism; higher % means a stronger effect | inhibition, % at 10 µM, or IC50 in µM where a hit was titrated | actives 0.052% (n = 290,000);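 active = inhibition of at least 50% with at least 30 cells and total cytoplasm GFP at most 10,000,000; inconclusive = under 30 cells or total GFP of 10,000,000 plus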
# MgcRacGAP inhibition = MgcRacGAP GTPase-activating activity inhibitors, confirmation, biochemical, ADP Hunter fluorescence. AID 624330, 2012. actives 0.6% (n = 340,000). MgcRacGAP-stimulated Rac1 GTP hydrolysis, ADP Hunter fluorescence; higher % means a stronger effect; GST-tagged Rac1 F28L mutant substrate. one-dose inhibition, % at 30 µM; IC50 in µM for titrated hits. Rac GTPase-activating protein 1 (Homo sapiens);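 active = first-screen hits whose inhibition reached a set limit at any dose in the follow-up dose series; inconclusive = inhibition above the set first-screen limit but never retested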;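 also: fluorescence reports GDP produced by GAP-driven GTP hydrolysis; strong numbers were not always called active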
# GPR55 LPI antagonism = GPR55 antagonists blocking LPI-driven arrestin recruitment, primary screen, imaging, U2OS, beta-arrestin-GFP, LPI agonist (AID 2013); G-protein coupled receptor 55 (Homo sapiens); U2OS GPR55 beta-arrestin-GFP translocation imaging, LPI antagonism; higher % means a stronger effect; inhibition, % at 10 µM; hits with a dose series show IC50 in µM; actives 0.13% (n = 290,000);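 active = spots per cell inhibited over 60%, with over 100 cells counted and total cytoplasm intensity under 500,000; inconclusive = wells with under 100 cells, flagged as likely toxic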;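 also: U2OS cells stably carrying GPR55 and arrestin-GFP stimulated by 5 µM LPI near EC80; imaged beta-arrestin-GFP aggregate spots per cell after agonist stimulation; plate controls were LPI-stimulated DMSO wells for no effect and DMSO wells without LPI for full effect; some results filed as inactive read as strong as hits; confirmed hits need IC50 under 10 µM and bright autofluorescent wells are also inconclusive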
# PhoP inhibition = inhibitors of PhoP regulon expression, primary screen, Salmonella Typhimurium, GFP reporter (AID 1863). actives 0.16% (n = 300,000). S. Typhimurium PhoP-regulated promoter GFP reporter, 4 h; higher % means a stronger effect. inhibition, % at 50 µM; hits with a dose series show IC50 in µM;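 active = inhibition over 29.93%, a cutoff 3 SD above the screen mean, later confirmed by dose response; inconclusive = inhibition over 29.93% but no dose response follow-up; inactive = inhibition at most 29.93% or unconfirmed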;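 also: 0% = low Mg2+ inducing control and 100% = high Mg2+ repressing control; strong numbers were not always called active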
# RSV CPE inhibition = RSV antiviral activity via CPE protection, HEp-2 cells, primary 10 µM value included (AID 2391); CPE inhibition, % at 10 µM; hits with a dose series show IC50 in µM; actives 0.13% (n = 310,000); HEp-2 cells, RSV-induced CPE inhibition; higher % means a stronger effect; in the data active = a potency from the dose series; inconclusive = CPE inhibition mostly from about 23% at the one dose, without a potency; inactive = the rest, 99 in 100 with CPE inhibition below about 21%; also: strong numbers were not always called active
# Large T inhibition = SV40 large T antigen inhibitors, biochemical (AID 1903); actives 0.39% (n = 310,000); SV40 large T antigen ATPase/helicase inhibition assay; higher % means a stronger effect; inhibition, % at 20 µM, or IC50 in µM where a hit was titrated; in the data active = a potency from the dose series; inconclusive = inhibition mostly from about 32% at the one dose, without a potency; inactive = the rest, 99 in 100 with inhibition below about 32%; also: strong numbers were not always called active
# UTI89 phage lysis = inhibition of K1F phage lysis, E. coli UTI89, bacterial capsule biogenesis inhibitors, alamar blue (AID 488966); E. coli UTI89 K1F phage lysis, alamar blue, 2 h; higher % means a stronger effect; inhibition, % at 100 µM; hits with a dose series show IC50 in µM; actives 0.02% (n = 340,000);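 active = phage lysis inhibition, versus mean bacterial control, above a set limit; inconclusive = no clear call, values can overlap the other calls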;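 also: capsule biogenesis inhibitors block K1F phage lysis so surviving cells raise fluorescence; higher fluorescence means more inhibition of phage lysis; actives were called in the ten point dose series up to 300 µM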
# NS5 inhibitors pilot replicate = further read-out of NS5 inhibitors, marked with its call; inhibition, %; measured here: pilot screen replicate inhibition
# An asterisk follows results filed as active; u = inconclusive; x = not tested or not shown; [ ] = another dose, or the depositor's remark.
SMILES,NS5 inhibitors,HIV fusion peptide,GPR35 antagonists,MgcRacGAP inhibition,GPR55 LPI antagonism,PhoP inhibition,RSV CPE inhibition,Large T inhibition,UTI89 phage lysis,others
CCC(C)c1c(O)nc(SCc2ccccc2)[nH]c1=O (configuration not stated),2%,-1.3%,-6%,2%,-12%,-8%,1.3%,1%,-1.2%,
Cc1nc2sc(C(c3cccs3)N3CCOCC3)c(O)n2n1 (configuration not stated),-1%,-1.5%,-3%,1%,4%,-7%,1.9%,2%,-1.4%,
Cc1ccc(NC(=O)Nc2ccc3oc(C)nc3c2)cc1,-19%,-1.2%,8%,7%,2%,0%,u,6%,1.1%,
CC(C)Cc1cc(CN2CCC(CO)(Cc3ccccc3)CC2)[nH]n1,7%,-0.3%,-7%,12%,-6%,9%,-1.2%,23%,-0.1%[50 µM],
COc1ccc(NC(=O)C(c2ccccc2)c2ccccc2)c(OC)c1,-9%,x,x,0%,x,x,x,14%,-0.3%,
CC1CC(C)CN(S(=O)(=O)c2ccc(C(=O)NN3CCOCC3)cc2)C1 (configuration not stated),10%,-1.4%,3%,-2%,-1%,3%,0.1%,12%,-0.2%,
CCOc1cc2c(cc1C=O)OC(C)C2 (configuration not stated),-5%,0.9%,9%,6%,-9%,-5%,0.8%,-1%,0.2%,
CN1CCN(Cc2nc3ccccc3c(=O)n2CC#N)CC1,-4%,-0.4%,0%,9%,-18%,2%,1.1%,9%,0.3%,
O=Cc1cnc(N2CCOCC2)nc1,-14%,-0.1%,4%,4%,-2%,11%,0.7%,1%,0.2%[50 µM],
c1csc(-c2nc3c4ccccc4c4ccccc4c3[nH]2)c1,-12%,1.2%,-2%,0%,-8%,3%,5.2µM*,1%,2.2%,
COc1ccc(S(=O)(=O)Nc2ccc(S(=O)(=O)N3CCOCC3)cc2)cc1C,-8%,0.4%,-2%,8%,-12%,-3%,-0.2%,6%,0.1%,
O=C(Nc1ccc(F)cc1)NC1(C(=O)NCc2cccs2)CCCCC1,-1%,-1.6%,3%,5%,4%,5%,-0.3%,4%,0.1%,
COc1ccc(C2C(=O)N(C3CCCCC3)CC(=O)N2C2CCCCC2)cc1 (configuration not stated),-6%,0.1%,-3%,1%,-3%,8%,-1.1%,7%,-1.7%,
O=c1c2ccccc2nc2c3ccccc3c(NCc3ccco3)nn12,6%,0.8%,-1%,13%,6%,1%,0.6%,8%,0.8%,NS5 inhibitors pilot replicate=-2.1
O=C(NCSc1ccccc1)c1ccccc1,-2%,x,x,6%,x,1%,-0.5%,8%,1.4%,
O=c1c2[nH]c3ccccc3c2nc2n1CCCS2,x,-0.6%,5%,x,10%,-4%,1.0%,3%,x,
CCOc1ccc(S(=O)(=O)N2CCN(Cc3ccccc3)CC2)c2cccnc12,1%,2.6%,-7%,4%,-1%,1%,1.6%,14%,1.5%,
N#Cc1nc(-c2ccc([N+](=O)[O-])cc2)oc1N1CCCCC1,-4%,0.9%,-13%,4%,6%,-7%,1.4%,8%,0.2%,
N=C(N)c1ccc(O)cc1,-4%,-1.5%,16%,4%,17%,5%,0.4%,1%,-1.5%,
O=C(NNc1c2ccccc2nc2ccccc12)c1ccccc1Cl,1%,-2.0%,14%,9%,7%,5%,1.9%,-1%,0.1%,
CC(Nc1cc(N2CCOCC2)ccc1[N+](=O)[O-])c1ccccc1 (configuration not stated),-7%,0.6%,12%,7%,5%,-1%,1.7%,7%,0.2%,
COCCCN(Cc1ccccn1)S(=O)(=O)Cc1ccccc1,-1%,1.7%,0%,0%,5%,9%,0.1%,-2%,0.2%,
FC(F)Oc1ccc(/C=N/NC(=S)Nc2cc(C(F)(F)F)ccc2Cl)cc1,-2%,-1.3%,-16%,9%,5%,6%,1.3%,6%,2.9%[50 µM],
Cc1ccc(C(=O)NCC(=O)OCC(=O)NC2CCS(=O)(=O)C2)cc1C (configuration not stated),1%,-1.5%,4%,5%,3%,-3%,0.7%,2%,0.0%,
Nc1nc(-c2ccc(NC(=O)c3ccco3)cc2)cs1,-1%,-2.2%,-12%,10%,3%,3%,0.5%,24%,0.0%,
COc1ccc(-c2cc(C(=O)NCc3ccco3)c3ccccc3n2)cc1,0%,-0.9%,-2%,0%,1%,6%,1.5%,20%,-0.1%,
COc1cc(NC(=O)C(=O)NNC(=O)C2CCCCC2)c(OC)cc1Cl,2%,-1.3%,x,0%,0%,-4%,2.1%,3%,0.9%[50 µM],
O=C(CSc1nnc(CNC(=O)C23CC4CC(CC(C4)C2)C3)n1-c1ccccc1)Nc1ccccc1,-9%,4.1%,-2%,7%,3%,-14%,0.4%,6%,1.9%,
O=C1CSC(=Nc2cccc(Cl)c2Cl)N1Cc1cccnc1,2%,-1.7%,0%,-6%,-11%,7%,u,17%,-1.1%,
CCOC(=O)c1sc(=S)n(CC)c1NC(=O)c1ccccc1,x,1.4%,-1%,x,-3%,-5%,-0.3%,9%,x,
C=CCNC(=O)COc1coc(CN2CCN(C(=O)c3ccco3)CC2)cc1=O,-1%,x,x,5%,x,3%,-2.1%,8%,-0.6%,
Cc1ccc(NC(=O)CSc2nnc(NC(=O)CN3CCOCC3)s2)cc1,-1%,-2.0%,11%,8%,4%,-6%,2.9%,10%,0.6%,NS5 inhibitors pilot replicate=-1.5
COCc1cc(=O)n2c(-c3ccccc3OC)n[nH]c2n1,2%,-0.6%,-4%,3%,7%,1%,-0.3%,5%,2.6%,
CCOc1cc(/C=C2\SC(=Nc3ccc(F)cc3)N(c3ccc(F)cc3)C2=O)ccc1OCC(=O)O,x,42%,26%,x,11%,2%,13%,8%,x,
O=C(COC(=O)CN1C(=O)c2ccccc2C1=O)Nc1cccc(F)c1,-3%,x,x,-1%,x,x,1.6%,x,0.8%[50 µM],
Cc1ccc(N2C(=O)C(Cl)=C(NCc3ccccc3)C2=O)c(C)c1,6%,3.5%,1%,5%,-1%,1%,1.7%,0%,1.2%,
COc1ccc(N2CCN(S(=O)(=O)c3ccc(OC)c(C(=O)N4CCCCC4)c3)CC2)cc1,-8%,-1.8%,-4%,9%,7%,-9%,10%,12%,-0.3%,
COc1ccc(-n2c(C)cc(C=O)c2C)cc1Cl,-7%,-3.0%,5%,0%,16%,3%,u,7%,1.9%,
CC(=O)N1CCN(Cc2nc(-c3cccc(Cl)c3)no2)CC1,-2%,1.4%,9%,4%,3%,x,2.1%,x,1.2%,
COc1ccc(N2CCN(C(c3cccs3)C(C)NS(=O)(=O)c3ccccc3)CC2)cc1 (configuration not stated),5%,-1.2%,1%,21%,18%,-3%,0.7%,7%,2.7%,
O=[N+]([O-])c1cccnc1NCc1cccs1,-7%,0.3%,15%,9%,-8%,23%,2.8%,6%,0.3%,
COc1ccc(CN(C)C(=O)c2[nH]c(C)c(C(C)=O)c2C)cc1F,4%,1.1%,16%,6%,5%,-7%,5.1%,13%,-0.1%,
COc1cccc(/C=C/C(=O)c2ccc(NS(=O)(=O)c3ccc(C)cc3)cc2)c1,-5%,1.4%,-25%,4%,33%,-1%,6.3%,12%,1.2%,
COC(=O)c1cc(C(=O)Nc2cc(C)ccn2)cc([N+](=O)[O-])c1,-1%,2.9%,19%,2%,7%,-2%,-1.8%,6%,-0.3%,
NC(=O)c1cc2ccncc2c2ccccc12,-39%,0.8%,21%,9%,6%,-6%,2.4%,4%,0.4%,
O=C(CCSc1nc(-c2ccco2)cc(C(F)(F)F)n1)NCCc1ccccc1,-6%,1.2%,5%,15%,3%,-1%,0.0%,14%,0.5%,
CS(=O)(=O)c1cccc(C(=O)NCc2ccc(F)cc2)c1,-12%,0.1%,-1%,10%,3%,-1%,-1.4%,6%,0.0%,
Cc1ccc(NC(=O)C2CCN(S(=O)(=O)c3ccc4c(c3)NC(=O)C(C)S4)CC2)c(C)c1 (configuration not stated),-18%,1.9%,-6%,9%,-8%,-4%,3.2%,-3%,3.0%,
CC(C)C1C(C#N)=C(N)Oc2n[nH]c(-c3ccccc3)c21 (configuration not stated),-4%,0.0%,-4%,6%,3%,-7%,1.6%,12%,-0.1%,
O=C(NC(=O)N1CCN(C(c2ccccc2)c2ccccc2)CC1)c1ccccc1,1%,-0.8%,-6%,-3%,1%,0%,6.3%,11%,0.4%,
Cc1ccccc1NC(=O)Nc1nnc(CC(=O)NCc2ccccc2)s1,-1%,1.8%,10%,6%,10%,8%,1.1%,0%,2.6%[50 µM],
COc1ccc(N2CC(C(=O)N[C@@H](CC(C)C)C(=O)NC3CCCC3)CC2=O)cc1 (some centres not stated),-3%,-1.3%,1%,-4%,2%,6%,0.2%,4%,0.1%,
COc1ccc(OC)c(C(c2nnnn2CC2CCCO2)N2CCN(C3CCCC3)CC2)c1 (configuration not stated),3%,1.6%,11%,7%,7%,6%,1.5%,16%,1.4%,
O=C(CNC(=O)c1ccccc1)OCc1cccc(Br)c1,-9%,-0.6%,-23%,8%,-2%,5%,-0.1%,-3%,0.7%,
CCN(CC(=O)Nc1cccc(OC)c1)C(=O)c1ccncc1,-8%,1.1%,-7%,10%,10%,-1%,1.1%,8%,0.5%,
Cc1c(NC(=S)NCc2ccc(F)cc2)cccc1[N+](=O)[O-],1%,-1.7%,-8%,2%,-4%,3%,1.4%,-1%,2.2%[50 µM],
CC(=O)N1CCc2cc(Br)cc(S(=O)(=O)N3CCC(C(=O)O)CC3)c21,-10%,2.2%,-2%,3%,13%,3%,2.2%,18%,-1.8%,
O=S(=O)(NCCc1ccc(Cl)cc1)c1cccs1,-3%,-0.8%,8%,2%,-16%,-1%,0.4%,24%,0.2%,
